# Screening results as filed in PubChem BioAssay.
# CHO parental Ca: counter-screen: ATP calcium response change in parental CHO cells; parental CHO-K1, ATP-induced calcium, Fluo-8 fluorescence; hit rate 0.63% among 330,000; AID 463079; inhibition, % at 5.6 µM;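 active means inhibition above that plate's mean sample inhibition plus 3 SD, cut at about 26% in these data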;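 further: 0% = ATP-challenged DMSO wells and 100% = DMSO wells without ATP; some compounds past the cut are filed as inactive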
#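 Material – parental CHO cells · Reagent – ATP stimulus · Compound – single nominal dose of 5.6 µM per compound · Detection – Fluo-8 fluorescence · Read-out basis – percent inhibition of calcium signal · Controls – ATP-challenged DMSO wells low, unchallenged DMSO wells high · Repeats – no replicates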
# V1aR counter: counter-screen for oxytocin receptor agonists: human V1a receptor agonists | CHO-V1R cells, Fluo-8 calcium fluorescence, agonist mode; 0% DMSO, 100% 3 nM vasopressin | hit rate 0.25% among 320,000 | activation, % at 3 µM;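 active means activation above the mean activation of all tested compounds plus 3 SD, per screening run, cut at about 20% in these data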;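 further: signal is peak over basal fluorescence ratio across a 100 second FLIPR read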
# OXTR potentiator: human OXTR potentiation. CHO-OTR cells, Fluo-8 calcium fluorescence, potentiator mode; 0% = oxytocin EC15, 100% = EC100. activation, % at 3 µM. hit rate 0.061% among 320,000. AID 2445;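 active means activation above that plate's cutoff, the mean activation of tested compounds plus 3 SD, cut at about 6.6% in these data, passing the limit was not always enough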;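 further: 100% uses oxytocin at 75 nM as the full agonist control; some results filed as inactive read as strong as hits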
# Target sequence (P30559 whole entry, looked up): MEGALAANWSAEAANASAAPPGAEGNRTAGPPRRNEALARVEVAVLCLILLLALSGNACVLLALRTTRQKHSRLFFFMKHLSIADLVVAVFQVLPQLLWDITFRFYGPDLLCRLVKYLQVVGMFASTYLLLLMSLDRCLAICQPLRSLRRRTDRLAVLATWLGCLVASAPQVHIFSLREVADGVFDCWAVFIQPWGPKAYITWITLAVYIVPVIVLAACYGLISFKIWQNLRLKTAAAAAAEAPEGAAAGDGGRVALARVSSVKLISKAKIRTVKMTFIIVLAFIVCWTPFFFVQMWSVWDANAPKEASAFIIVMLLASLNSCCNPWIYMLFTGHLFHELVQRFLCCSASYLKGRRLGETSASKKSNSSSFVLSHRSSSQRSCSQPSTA
#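 Measured by – Fluo-8 calcium dye fluorescence · Test system – human OTR in CHO cells · Dosing – one concentration, 3.0 µM compound · Controls – EC15 oxytocin alone as 0%, 75 nM oxytocin as 100% · Evaluation – normalized max/min fluorescence ratio, % activation · Timing – 6 min pre-incubation, 100 s read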
# CHRM1 agonist: human M1 muscarinic receptor agonism. hit rate 0.33% among 360,000. activation, % at 3 µM. AID 588814. P11229. CHO-K1 hM1, Fluo-8 calcium fluorescence, agonist mode; 0% DMSO, 100% acetylcholine EC100;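 active means activation above the run's mean compound activation plus 3 SD, cut at about 16% in these data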;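 further: peak over basal fluorescence ratio within a 140 s kinetic read after compound addition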
# Target sequence (P11229 whole entry, looked up): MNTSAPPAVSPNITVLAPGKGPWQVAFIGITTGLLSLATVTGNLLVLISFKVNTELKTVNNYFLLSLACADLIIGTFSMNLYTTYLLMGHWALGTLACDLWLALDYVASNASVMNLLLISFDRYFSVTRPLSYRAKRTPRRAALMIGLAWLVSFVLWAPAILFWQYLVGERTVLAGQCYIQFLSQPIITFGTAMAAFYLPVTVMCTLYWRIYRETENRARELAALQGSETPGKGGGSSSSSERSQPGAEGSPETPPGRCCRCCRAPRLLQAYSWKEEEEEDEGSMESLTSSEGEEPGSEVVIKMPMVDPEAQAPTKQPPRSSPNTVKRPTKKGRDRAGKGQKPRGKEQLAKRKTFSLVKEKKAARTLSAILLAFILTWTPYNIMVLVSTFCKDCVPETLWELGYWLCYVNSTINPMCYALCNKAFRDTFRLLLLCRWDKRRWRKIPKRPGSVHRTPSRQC
# CHO-K1 Ca PAM: nonselective activator or artifact in parental CHO-K1 calcium assay. ATP EC20, Fluo-8 calcium fluorescence; 0% at ATP EC20, 100% at ATP max. activation, % at 3 µM. hit rate 0.02% among 360,000. AID 602247;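 active means activation above the run cutoff, the mean activation of all test compounds plus 3 SD, cut at about 40% in these data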;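 further: peak over basal fluorescence ratio in a 140 s read after ATP addition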
# CHO-K1 Ca ag: nonselective activator or artifact in parental CHO-K1 cells; AID 602248; activation, % at 3 µM; hit rate 0.48% among 360,000; Fluo-8 calcium fluorescence; scaled to maximal ATP response, vehicle zero; in the data active means activation above about 15%;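 further: untransfected CHO-K1 host cells lacking M1 receptor as counterscreen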
# TAAR1 antagonist: antagonists of human TAAR1 | CHO RD-HGA16 TAAR1, Fluo-8 calcium fluorescence, antagonist | hit rate 1.5% among 360,000 | inhibition, % at 3 µM | AID 624466;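 active means inhibition above a per-plate cutoff, the mean inhibition of test compounds on that plate plus 3 SD, cut at about 49% in these data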;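 further: 0% = DMSO plus EC80 beta-PEA response and 100% = DMSO alone without agonist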
#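 Test system: hTAAR1-expressing CHO RD-HGA16 cells, Gα16-coupled; Probe or stimulus: EC80 β-phenethylamine stimulus; Compound dosing: single nominal final test compound concentration of 3 µM; Timing: 140 s kinetic read after compound, 140 s after agonist; Signal: Fluo-8 calcium-sensitive fluorescence; Measure: % inhibition of agonist calcium response; Controls: DMSO and EC80 PEA controls.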
# CHO-K1 Ca antag: M1 antagonist counterscreen hit in parental CHO-K1 cells; ATP-induced calcium, Fluo-8 fluorescence; inhibition, % at 3 µM; hit rate 0.6% among 360,000; AID 602250;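 active means inhibition above a per-plate cutoff, the plate's mean sample inhibition plus 3 SD, cut at about 24% in these data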;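 further: 0% = DMSO plus EC80 ATP and 100% = DMSO alone without ATP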
# TAAR1 agonist: agonists of human TAAR1 | Q96RJ0 | hit rate 0.99% among 360,000 | CHO RD-HGA16 TAAR1, Fluo-8 calcium fluorescence; vehicle wells 0%, saturating PEA agonist 100% | activation, % at 3 µM;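 active means activation above the mean activation of all test compounds in the run plus 3 SD, cut at about 38% in these data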
#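 Test system: RD-HGA16 (CHO) cells co-expressing Gα16 and hTAAR1 | Doses: Single dose, 3 µM | Schedule: 17-24 h seeding, 75 min 37 °C dye, 30 min RT | Evaluation: % activation from peak over basal fluorescence ratio, DMSO-to-PEA scaled | Technique: Kinetic Fluo-8 calcium fluorescence | Benchmarks: Low control DMSO, high control PEA (EC100)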
# * = called active by the depositor; x = no result given.
SMILES,CHO parental Ca,V1aR counter,OXTR potentiator,CHRM1 agonist,CHO-K1 Ca PAM,CHO-K1 Ca ag,TAAR1 antagonist,CHO-K1 Ca antag,TAAR1 agonist
C/C(=N\NC(=O)Cc1csc(N2CCOCC2)n1)c1ccccc1,-4.8,1.5,-10.6,-2.5,13.8,0.9,3.2,-4.4,8.4
Cc1c(Br)c(=O)oc2c(Br)c(O)c(O)cc12,-11.6,-0.4,-5.1,1.6,10.5,0.1,-0.1,-4.3,4.5
CSc1ncccc1C(=O)N1CCCC(Nc2ccc(C)c(C)c2)C1 (configuration not stated),x,x,x,0.3,3.9,1.9,-13.8,0.7,3.0
O=C(CCN1C(=O)C2CCCCC2C1=O)Nc1ccc(F)c(F)c1F (configuration not stated),-9.2,0.4,-5.0,-2.3,1.4,-0.1,13.6,-11.5,-0.5
ON(CCc1ccccn1)CCc1ccccn1,x,x,x,-4.0,13.5,2.4,x,-13.3,x
COc1ccc(CCN2CC(C(=O)OCC(=O)N(C)CC(=O)Nc3ccccc3Cl)CC2=O)cc1OC (configuration not stated),x,x,x,-2.5,-2.5,0.1,0.9,-13.0,3.8
CCN(CC)S(=O)(=O)c1ccc(Cl)c(C(=O)OC)c1,-13.4,0.0,6.4,-2.5,6.0,0.0,-14.3,10.9,6.6
CCc1c(C)sc(NC(=O)c2ccccc2[N+](=O)[O-])c1C(N)=O,-7.4,1.4,1.0,-3.2,5.6,-0.1,2.0,1.0,-3.0
CC(=O)c1c(C)[nH]c(C(=O)COC(=O)CCNS(=O)(=O)c2ccc(C)c(C)c2)c1C,-18.6,5.5,-9.5,9.1,-9.5,4.6,6.2,2.1,5.3
CCCc1[nH]n(-c2nc3ccccc3s2)c(=O)c1C=NCC1CCCO1 (configuration not stated),-23.8,-0.2,4.2,-4.3,-5.0,-0.1,17.8,12.5,2.8
Cc1cccc(/C(N)=N/OC(=O)c2ccoc2C)c1,-2.0,0.7,-0.1,-4.9,11.1,1.0,-10.7,-10.7,8.9
COc1cc(CCC(=O)OCC(=O)NCc2ccccc2)cc(OC)c1OC,-19.9,0.0,-3.2,1.2,6.3,0.3,-2.9,-8.2,2.6
O=C(O)c1ccc(/C=N/NC(=O)c2ccc(Br)cc2)cc1,-5.1,1.5,0.5,0.2,6.2,0.2,-16.7,3.6,3.7
c1nc(N2CCCC2)c2[nH]cnc2n1,-10.5,0.6,-0.3,-6.9,-13.9,-0.3,-0.2,5.2,3.8
Cc1ccccc1C1CC(=O)Oc2cc(O)ccc21 (configuration not stated),0.6,x,x,2.4,-15.1,-0.1,x,10.5,x
COc1cc(NC(=O)CN2C(=O)c3ccccc3S2(=O)=O)cc(OC)c1,-5.7,-0.2,-2.9,-1.7,13.2,1.3,-23.9,-15.7,3.0
CCc1nc2c(OCc3cc(Cl)cc(Cl)c3)cccn2c1N(C=O)Cc1ccccc1,x,x,x,-8.8,-9.6,0.4,-9.8,-0.7,-1.1
O=C(NCC1CCCN(C(=O)Cc2ccccc2Cl)C1)c1ccc(F)cc1 (configuration not stated),-25.4,3.5,-4.3,-1.8,-20.5,0.4,-7.7,4.6,1.1
CC(=O)OCC(C)n1[nH]c2ccccc2c1=O (configuration not stated),x,x,x,3.4,-2.7,-0.6,-9.5,7.2,0.6
CCCCNCCOCCSc1ccc(Cl)cc1,-11.4,2.6,1.8,-5.8,16.6,1.4,-8.8,-7.3,16.1
Cc1cc(=S)n(-c2ccccc2)n1C,7.2,0.2,-9.5,-5.1,-6.9,0.1,6.0,-1.5,2.5
CC(=O)Nc1ccc(S(=O)(=O)N2CCC(c3nc4ccccc4[nH]3)CC2)cc1,-3.2,0.1,-4.6,-5.0,22.7,1.4,6.9,-16.3,13.1
OC(CNCCCCNCC(O)C(F)(F)F)C(F)(F)F (configuration not stated),-8.4,0.8,-5.5,-5.2,-9.3,0.7,5.2,-2.5,5.7
CCOC(=O)C1C(=O)NC(c2ccccc2)=NC1c1ccc(F)cc1 (configuration not stated),-15.8,0.4,-11.4,-3.9,20.7,0.8,0.8,-18.4,11.5
O=C(c1nc2ccc(Cl)cn2c1CNCCn1ccnc1)N1CCCCCCC1,-14.1,-1.0,-11.3,-11.8,-5.2,0.1,7.5,5.8,3.5

# Sorted by heavy-atom count (falling): some entries from above
SMILES,CHO parental Ca,V1aR counter,OXTR potentiator,CHRM1 agonist,CHO-K1 Ca PAM,CHO-K1 Ca ag,TAAR1 antagonist,CHO-K1 Ca antag,TAAR1 agonist
COc1ccc(CCN2CC(C(=O)OCC(=O)N(C)CC(=O)Nc3ccccc3Cl)CC2=O)cc1OC (configuration not stated),x,x,x,-2.5,-2.5,0.1,0.9,-13.0,3.8
CC(=O)c1c(C)[nH]c(C(=O)COC(=O)CCNS(=O)(=O)c2ccc(C)c(C)c2)c1C,-18.6,5.5,-9.5,9.1,-9.5,4.6,6.2,2.1,5.3
CCCCNCCOCCSc1ccc(Cl)cc1,-11.4,2.6,1.8,-5.8,16.6,1.4,-8.8,-7.3,16.1

# Record cards, from the list above. Order of values: CHO parental Ca	V1aR counter	OXTR potentiator	CHRM1 agonist	CHO-K1 Ca PAM	CHO-K1 Ca ag	TAAR1 antagonist	CHO-K1 Ca antag	TAAR1 agonist
# Listed for c1nc(N2CCCC2)c2[nH]cnc2n1 → -10.5	0.6	-0.3	-6.9	-13.9	-0.3	-0.2	5.2	3.8
# Listed for Cc1ccccc1C1CC(=O)Oc2cc(O)ccc21 (configuration not stated) → 0.6	x	x	2.4	-15.1	-0.1	x	10.5	x
# Listed for C/C(=N\NC(=O)Cc1csc(N2CCOCC2)n1)c1ccccc1 → -4.8	1.5	-10.6	-2.5	13.8	0.9	3.2	-4.4	8.4

# Other entries
SMILES,CHO parental Ca,V1aR counter,OXTR potentiator,CHRM1 agonist,CHO-K1 Ca PAM,CHO-K1 Ca ag,TAAR1 antagonist,CHO-K1 Ca antag,TAAR1 agonist
O=[N+]([O-])c1cccnc1Sc1ccc(Cl)cc1,-0.8,-2.1,-11.8,-6.9,1.6,-1.3,12.7,-12.0,-2.3
O=C(C1=C[C@@H](c2ccc3c(c2)OCO3)C[C@@H](OCCCCO)O1)N1CCOCC1,2.6,-0.4,-11.2,-1.0,-6.3,0.0,-12.4,-3.9,5.4
CCN(c1ccccc1)S(=O)(=O)c1ccc(C(=O)NCCCN2CCOCC2)cc1,-15.4,-0.1,-9.1,-7.4,-18.4,-0.2,1.6,-0.6,2.9
COc1ccccc1/C=C/C(=O)N1CCOCC1,5.3,0.5,-2.1,-2.4,0.2,-0.5,7.2,-5.6,-1.0
Cc1cc(OCC(=O)N(C(C)C)C(C)C)cc(C)c1Br,-26.3,-1.2,-0.2,-4.4,-12.0,-0.5,-16.7,11.5,-2.5
COc1ccc(-c2ccc(C(=S)N3CCN(C(C)=O)CC3)o2)cc1,-16.6,1.4,-3.5,-6.2,9.2,0.3,-17.0,-18.8,4.1
CCOC(=O)Cn1cnc2c(nnn2-c2ccc(F)cc2)c1=O,-2.4,0.1,-6.7,-3.2,24.3,1.3,3.2,3.5,-0.5
Cc1ccc(C)c(OCc2cc(C(=O)N3CCN(c4ccccc4C)CC3C)no2)c1 (configuration not stated),-23.1,0.5,-5.8,-2.7,19.7,0.7,-18.2,-6.7,3.9
C=CCn1c(SCC(=O)Nc2cc(C)on2)nnc1-c1ccccc1F,-17.8,0.7,-1.3,1.1,18.9,0.8,-5.2,-16.9,0.7
CCOC(=O)C1=CCC(c2cccn2C(=O)OC(C)(C)C)N(S(=O)(=O)c2ccc(C)cc2)C1 (configuration not stated),x,x,x,-3.7,17.5,0.7,-8.6,-0.3,-1.0
O=C(CCCc1ccccc1)Nc1ccnn1C1CCN(Cc2ccc(Cl)cc2)CC1,-11.4,6.0,-9.9,0.9,6.1,10.2,-5.4,-9.1,16.5
CCOC(=O)N1CCC(N2C(=O)c3ccccc3C2Nc2cc(C)cc(C)c2)CC1 (configuration not stated),-26.2,0.1,-2.5,-1.3,19.4,1.6,-7.8,-17.1,7.9
O=C(Nc1nc(-c2ccccc2)c(-c2ccccc2)o1)c1ccc(F)cc1,-7.7,0.4,-15.5,8.5,-5.7,-0.2,-4.9,14.8,3.5
Cc1cc(C)n2nc(C(=O)Nc3ccc(S(=O)(=O)N4CCCC4)cc3)nc2n1,-10.3,0.8,-5.1,-6.6,12.9,0.5,-15.4,-21.9,1.1
COc1ccc(OC)c(CNS(=O)(=O)c2cn(C)cn2)c1,-7.6,0.4,-3.8,-2.5,1.4,1.1,-31.4,-11.2,1.3
O=S(=O)(Nc1nc2ccccc2nc1NCC1CCCO1)c1cccs1 (configuration not stated),-13.2,2.2,-3.6,-3.2,-7.0,0.0,7.5,-7.6,0.8
CCc1noc(C)c1C(=O)N1CCN(c2ccc([N+](=O)[O-])cc2)CC1,x,x,x,-5.4,20.6,4.4,5.3,-5.7,4.8
O=C(NCc1ccco1)c1cc2cc(Br)ccc2o1,-1.3,-0.7,2.2,-3.8,-6.0,-0.2,-41.7,-2.6,0.2
CCOc1ccc(C2=CSC3=NCCN23)cc1[N+](=O)[O-],-4.6,0.8,-2.4,-9.7,-10.1,1.0,-12.2,-3.8,6.3
CCc1nc(C)cn1S(=O)(=O)c1cc(Br)c(C)cc1OC,-17.3,3.5,-16.2,0.0,11.1,1.5,12.7,-3.6,4.8
O=C(CSc1ccc2nnc(-c3ccc(F)cc3)n2n1)N1CCCc2ccccc21,-15.5,-0.4,-8.5,-7.0,2.3,4.1,42.6,1.8,13.3
Cc1ccc(S(=O)(=O)N2CCCC2CNC(=O)C(=O)NCc2ccc3c(c2)OCO3)cc1 (configuration not stated),x,x,x,-4.8,-7.1,1.5,-7.0,3.7,-1.4
O=C(CC1C(=O)NCCN1C(=O)Nc1ccccc1)Nc1cccc(Cl)c1 (configuration not stated),-10.4,5.5,-4.3,1.2,17.2,2.1,0.1,-12.2,8.5
Cc1[nH][nH]c(=O)c1C(c1ccc(-c2ccc(Cl)c(C(=O)O)c2)o1)c1c(C)[nH][nH]c1=O,x,x,x,-3.4,18.2,0.6,9.5,-2.1,4.9
C#Cc1ccc(CN2CCN(Cc3ccsc3)C(CCO)C2)cc1 (configuration not stated),-1.7,1.3,-1.9,-7.8,-8.6,0.9,-19.0,0.2,2.2
CCOc1ccc(NC2OC(C)C(O)C(O)C2O)c([N+](=O)[O-])c1 (configuration not stated),-11.2,-0.8,-4.5,-5.7,0.7,-0.2,-3.8,-10.2,1.0
O=C(N/N=C/c1ccc(N2CCOCC2)cc1)c1ccccc1NS(=O)(=O)c1cccs1,-8.0,1.4,-3.1,-1.1,3.6,3.2,4.6,-5.0,2.6
